PI4K2A inh = inhibitors of human PI4K2A; activity change, negative = inhibition, % at 76.9 µM; AID 1346378; purified PI4K2A, ADP-Glo luminescence, 1 h; active compounds read low; Q9BTU6; 420,000 compounds, 0.13% hits; in the data active means activity change below about -50%; inconclusive means mostly about -30% to -49%;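 further: -100% = wells without enzyme as full effect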
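Compounds are screened against recombinant PI4K2A using PI as substrate and ATP, the latter dispensed at 300 microM. Reactions run one hour at ambient temperature before ADP-Glo detection; full inhibition defined by wells lacking enzyme.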
rTrxR1 inhibitor = blocks rat thioredoxin reductase 1; Potency, µM (top dose mostly 114 µM), for the others: top-dose activity change, negative = inhibition, actives largely listed as inhibitors; AID 588453; recombinant rTrxR1, NADPH fluorescence consumption, selenite substrate; 390,000 compounds, 1% hits; further: potency means the concentration at half of the fitted maximal effect; on the % scale 0 is the no-effect control and ±100 the full control effect; nearly all actives have a fitted effect of over 65% in size
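Rat TrxR1 (90 nM in the dispensed reagent) was pre-reduced with 400 uM NADPH for 5 min at room temperature, then incubated with compound for 15 min. After 400 uM selenite was added, NADPH fluorescence (Ex 340/Em 450 nm) was followed for 8 min.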
D2 antag = antagonists of human D2 dopamine receptor; HEK293 TREx D2 cells, calcium flux, dopamine EC80; 340,000 compounds, 2% hits; inhibition, % at 10 µM; P14416; in the data active means inhibition above about 30%; further: 0% is about no effect
Target sequence (P14416 whole entry, looked up): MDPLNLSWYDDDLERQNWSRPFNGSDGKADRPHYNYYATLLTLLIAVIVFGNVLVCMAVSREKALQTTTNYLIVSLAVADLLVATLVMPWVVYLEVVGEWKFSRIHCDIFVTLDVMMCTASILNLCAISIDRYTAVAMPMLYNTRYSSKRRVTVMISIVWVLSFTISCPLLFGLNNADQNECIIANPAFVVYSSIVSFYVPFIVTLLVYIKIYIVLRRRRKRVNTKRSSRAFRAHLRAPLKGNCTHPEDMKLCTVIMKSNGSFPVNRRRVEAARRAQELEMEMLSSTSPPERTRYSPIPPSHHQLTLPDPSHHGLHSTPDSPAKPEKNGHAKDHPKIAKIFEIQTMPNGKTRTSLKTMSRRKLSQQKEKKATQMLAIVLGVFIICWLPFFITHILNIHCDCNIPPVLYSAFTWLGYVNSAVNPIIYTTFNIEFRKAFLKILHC
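Calcium flux kinetic readout in an inducible HEK293 TREx D2 line plated overnight at 30 C. After 180 s compound exposure, an EC80 dopamine challenge follows with another 180 s kinetic read to detect antagonism.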
USP1 inh = USP1/UAF1 (human) deubiquitinase inhibition. recombinant USP1/UAF1, Ub-Rhodamine cleavage fluorescence. 390,000 compounds, 0.23% hits. O94782. Potency, µM (series often up to 57.1 µM), inactives show at the highest dose activity change, negative = inhibition, actives largely listed as inhibitors; further: potency means the concentration at half of the fitted maximal effect; on the % scale 0 is the no-effect control and ±100 the full control effect; nearly all actives have a fitted effect of over 60% in size; inactives centre near -12
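Step one: compound is pinned into 1nM USP1/UAF1 in HEPES pH 7.8 buffer with TCEP. Step two: 15 min room-temperature incubation. Step three: Ub-Rho (150nM final) starts cleavage, tracked by fluorescence over six one-minute reads.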
D2 agonist = activates the human D2 dopamine receptor; P14416; HEK293 T-REx D2 cells, calcium flux agonist mode; activation, % at 2 µM; 340,000 compounds, 0.53% hits; AID 485358;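 active means activation over 3 SD above normal in the single-dose calcium agonist read, cut at about 30% in these data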; further: 0% is about no effect
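Agonism is scored from calcium flux in a force-coupled, inducible HEK293 cell line expressing D2, read kinetically for 180 s after compound addition against dopamine controls.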
TRHR PAM = allosteric enhancers of human TRH receptor | P34981 | TRHR cells, fluo-8 calcium fluorescence, EC20 TRH enhancement | enhancement, % at 2 µM | 360,000 compounds, 0.66% hits; in the data active means enhancement above about 30%; further: 0% is about no effect
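TRHR-expressing cells loaded with fluo-8 calcium dye were read kinetically (ex 480/em 530) during compound addition, then stimulated with an EC20 of TRH (10 nM final). Enhancement of the Gq-mediated intracellular calcium response was scored.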
mIDH1 inhibitor = human IDH1 R132H inhibition; O75874; IDH1-R132H enzyme, NADPH consumption, diaphorase/resazurin fluorescence; Potency, µM (highest dose often 76.6 µM), inactives show top-dose activity change, negative = inhibition, most hits filed as inhibitors; 390,000 compounds, 0.093% hits; AID 602179; further: potency means the concentration at half of the fitted maximal effect; on the % scale 0 is the no-effect control and ±100 the full control effect; nearly all actives have a fitted effect of over 65% in size
Target sequence (O75874 whole entry R132H, stated change not applied): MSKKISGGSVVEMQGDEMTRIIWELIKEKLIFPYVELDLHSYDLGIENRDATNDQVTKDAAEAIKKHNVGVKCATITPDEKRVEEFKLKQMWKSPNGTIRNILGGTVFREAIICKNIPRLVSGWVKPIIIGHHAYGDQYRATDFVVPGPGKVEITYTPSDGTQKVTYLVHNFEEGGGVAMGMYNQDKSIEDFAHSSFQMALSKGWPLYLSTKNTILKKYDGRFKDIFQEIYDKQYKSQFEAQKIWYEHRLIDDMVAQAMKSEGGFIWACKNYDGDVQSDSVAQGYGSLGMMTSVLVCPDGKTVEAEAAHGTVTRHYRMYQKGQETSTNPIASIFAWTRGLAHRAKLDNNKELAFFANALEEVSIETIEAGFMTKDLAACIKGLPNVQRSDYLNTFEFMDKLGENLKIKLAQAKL
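IDH1-R132H (0.5 ug/mL dispensed) in pH 7.5 Tris buffer was preincubated 30 min with compound, then given a substrate mix of 0.016 mM NADPH and 2 mM alpha-KG for 80 min at room temperature; remaining NADPH was read by diaphorase/resazurin fluorescence.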
TRHR ag = TRH receptor (human) agonism; P34981; TRHR cells, calcium flux fluo-8, FDSS agonist mode; activation, % at 2 µM; 360,000 compounds, 0.18% hits; AID 493084; in the data active means activation above about 30%; further: 0% is about no effect
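Steps: seed TRHR cells overnight; add fluo-8 no-wash Ca dye, RT 30 min–1.5 h; record 10 s baseline; pin-transfer compounds; monitor fluorescence 1 cycle/s for the agonist window. Calcium increases flag candidate agonists.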
TrxR1 substrate = is turned over as a substrate by rat TrxR1. O89049. purified TrxR1 substrate turnover, NADPH consumption readout. Potency, µM (series often up to 114 µM), for the others: top-dose activity change, negative = substrate turnover. 390,000 compounds, 0.01% hits. AID 588456; further: potency means the concentration at half of the fitted maximal effect; on the % scale 0 is the no-effect control and ±100 the full control effect; nearly all actives have a fitted effect of over 50% in size
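Rat TrxR1, dispensed at 90 nM, was prereduced with 400 uM NADPH (final) for 5 min at ~22 deg C, then incubated with compound 15 min before 400 uM selenite. A first-read NADPH fluorescence drop versus no-compound background flagged substrates.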
The depositor's hits bear a star; & = joins results of further samples; [ ] = another dose, or the depositor's remark. Unless noted, the call rests on the fitted dose curve; in most records, active means well fitted inhibition curve with a large enough effect; inconclusive means small, poorly fitted or top-dose-only effect; inactive means no such curve, though single readings can be large or run the other way. A portion of the library; count on the stated rates, not on these rows.

For CCCCOc1ccc(CN2C(=O)C(=O)c3cc(C)ccc32)cc1OC the results were PI4K2A inh 4, rTrxR1 inhibitor 18%, USP1 inh -16%, D2 agonist -1.0, TRHR PAM 2, mIDH1 inhibitor inconclusive, TRHR ag -2.4 and TrxR1 substrate 6%.
Screening CCn1cc(C(=O)NCCc2ccc(Cl)cc2)c(=O)c2cc(S(=O)(=O)N(C)C3CCCCC3)ccc21 returned PI4K2A inh 9, rTrxR1 inhibitor 11%, USP1 inh inconclusive, D2 agonist -0.3, TRHR PAM 4, mIDH1 inhibitor -12%, TRHR ag 0.9 and TrxR1 substrate 2%.
Screening O=C1CC(=O)N(Cc2ccccc2)C(=O)N1CCCCCCN1C(=O)CC(=O)N(Cc2ccccc2)C1=O returned PI4K2A inh -13, rTrxR1 inhibitor 2.8µM*, D2 antag -8, USP1 inh -15%, D2 agonist 0.9, TRHR PAM 2, mIDH1 inhibitor -6%, TRHR ag 5.9 and TrxR1 substrate 2%[57.1 µM].
Screening CN(C)C(=O)Oc1ccc(-c2cn3cc(C(F)(F)F)ccc3n2)cc1 returned PI4K2A inh 2, rTrxR1 inhibitor -4%, D2 antag 1, USP1 inh -16%, D2 agonist 1.3, TRHR PAM -6, mIDH1 inhibitor -6%, TRHR ag -0.3 and TrxR1 substrate 16%.
Screening CN(C(=O)Oc1ccc([N+](=O)[O-])cc1)c1ccccc1 returned PI4K2A inh 2, rTrxR1 inhibitor -12%, D2 antag -2, USP1 inh -6%, D2 agonist 0.1, TRHR PAM -5, mIDH1 inhibitor 2%, TRHR ag 0.8 and TrxR1 substrate -10%.
For Cc1cc(-c2cc(C)c(N)c(C)c2)cc(C)c1N the results were PI4K2A inh -1, rTrxR1 inhibitor 5%, USP1 inh -26%, mIDH1 inhibitor -4% and TrxR1 substrate 4%.
Screening CC(=O)N1CN2CN(C(C)=O)CC(C(=O)c3ccc(Br)cc3)(C2)C1 returned PI4K2A inh -3, rTrxR1 inhibitor 1%, D2 antag 14, USP1 inh -20%, D2 agonist 0.0, TRHR PAM 4, mIDH1 inhibitor -2%, TRHR ag 0.0 and TrxR1 substrate -3%.
CCC(=NCCO)c1c(O)n(C2CCCCC2)c(=O)[nH]c1=O was read as PI4K2A inh -13, rTrxR1 inhibitor -4%[57.1 µM], D2 antag -12, USP1 inh -7%, D2 agonist 0.4, TRHR PAM 17, mIDH1 inhibitor -1%, TRHR ag 1.5 and TrxR1 substrate 9%[57.1 µM].
`CCC(C)(C)c1ccc(O)cc1` gave PI4K2A inh 1&2, rTrxR1 inhibitor 16%, D2 antag 10, USP1 inh -3%, D2 agonist 0.8, TRHR PAM -1, mIDH1 inhibitor 3%, TRHR ag 0.3 and TrxR1 substrate 1%.
For O=C1C2(Cl)C3(Cl)C4(Cl)C(Cl)(Cl)C5(Cl)C3(Cl)C1(Cl)C5(Cl)C24Cl (stereo unspecified) the results were PI4K2A inh 2, rTrxR1 inhibitor 43%[activator], D2 antag 8, USP1 inh -25%, D2 agonist 0.8, TRHR PAM 3, mIDH1 inhibitor 4%, TRHR ag 3.1 and TrxR1 substrate 11%.
For S=C(N1CCCCCC1)N1CC1 the results were PI4K2A inh 0, rTrxR1 inhibitor 15%[57.1 µM], USP1 inh 2%, mIDH1 inhibitor 10% and TrxR1 substrate 11%[57.1 µM].
CCOC(=O)c1c(/N=C/C2C(=O)NC(=O)NC2=O)sc2c1CCC2 was read as PI4K2A inh -15, rTrxR1 inhibitor -11%, D2 antag 7, USP1 inh -10%, D2 agonist -0.3, TRHR PAM 6, mIDH1 inhibitor -2%, TRHR ag -1.0 and TrxR1 substrate 3%.
O=C(NCc1ccccc1)N1CCc2c(sc3c2CCCC3)C1c1ccccc1 (stereo unspecified) was read as PI4K2A inh -2, rTrxR1 inhibitor 25%[57.1 µM], USP1 inh inconclusive, D2 agonist 12, TRHR PAM 1, mIDH1 inhibitor 0%, TRHR ag -0.1 and TrxR1 substrate 6%[57.1 µM].
CCCN1CCC[C@@H]2Cc3nc(N)ncc3C[C@H]21 was read as PI4K2A inh -4&-7&-20, rTrxR1 inhibitor 19%[57.1 µM], USP1 inh -20%, mIDH1 inhibitor -8% and TrxR1 substrate 16%[57.1 µM].
Cc1cc(/C=C2/C(=O)NC(=O)N(Cc3ccco3)C2=O)c(C)n1-c1ccc(C(=O)O)cc1 was read as PI4K2A inh -13, rTrxR1 inhibitor inconclusive, D2 antag 10, USP1 inh -10%, D2 agonist 1.1, TRHR PAM -6, mIDH1 inhibitor 11%, TRHR ag 0.4 and TrxR1 substrate -17%.
For CN(CC=CCN(C)P(=S)(N1CC1)N1CC1)P(=S)(N1CC1)N1CC1 the results were PI4K2A inh -2, rTrxR1 inhibitor -4%, USP1 inh -19%, mIDH1 inhibitor 5% and TrxR1 substrate -9%.
Screening CC(Cc1ccccc1)NC(=O)CN1CCCC1=O (stereo unspecified) returned PI4K2A inh -2, rTrxR1 inhibitor 37%[activator], D2 antag 3, USP1 inh -9%, D2 agonist -0.5, TRHR PAM -2, mIDH1 inhibitor 0%, TRHR ag 0.4 and TrxR1 substrate 5%.
For C=C[C@@H]1C2=CCOC(=O)C2=CO[C@H]1O[C@@H]1O[C@H](CO)[C@@H](O)[C@H](O)[C@H]1O the results were PI4K2A inh -2, rTrxR1 inhibitor -2%[57.1 µM], D2 antag 7, USP1 inh inconclusive, D2 agonist 0.3, TRHR PAM 3, mIDH1 inhibitor 17%, TRHR ag -0.3 and TrxR1 substrate 4%[57.1 µM].
Screening O=[N+]([O-])c1ccc(CNCCc2ccccc2)cc1 returned PI4K2A inh -3, rTrxR1 inhibitor 3%, D2 antag -9, USP1 inh -10%, D2 agonist 3.5, TRHR PAM -1, mIDH1 inhibitor 13%, TRHR ag 0.5 and TrxR1 substrate 1%.
CN(C)C(=O)Oc1ccc(Br)c2ccccc12 was read as PI4K2A inh 2, rTrxR1 inhibitor 13%, D2 antag 15, USP1 inh -17%, D2 agonist -1.1, TRHR PAM 4, mIDH1 inhibitor 7%, TRHR ag -1.0 and TrxR1 substrate 3%.
COc1cc(C(=O)NC(=S)N2C[C@H]3C[C@H](C2)c2cccc(=O)n2C3)cc(OC)c1OC was read as PI4K2A inh 4, rTrxR1 inhibitor inconclusive, D2 antag -27, USP1 inh -10%, D2 agonist -0.1, TRHR PAM -4, mIDH1 inhibitor 5%, TRHR ag 0.1 and TrxR1 substrate 1%[57.1 µM].
For C=CCn1c(O)c(C(CC)=NCc2ccc3c(c2)OCO3)c(=O)[nH]c1=O the results were PI4K2A inh -7, rTrxR1 inhibitor 16%[57.1 µM], D2 antag 3, USP1 inh 0%, D2 agonist 0.5, TRHR PAM 6, mIDH1 inhibitor 10%, TRHR ag -1.0 and TrxR1 substrate 2%[57.1 µM].
`Cc1ccc(-n2c(-c3cccs3)nc3ccccc3c2=O)cc1` gave PI4K2A inh 2, rTrxR1 inhibitor -11%, D2 antag -19, USP1 inh -14%, D2 agonist 6.2, TRHR PAM 10, mIDH1 inhibitor 5%, TRHR ag 0.0 and TrxR1 substrate -12%.
Screening COC(=O)N1C(c2ccccc2)C1c1ccccc1 (stereo unspecified) returned PI4K2A inh 5, rTrxR1 inhibitor 10%, D2 antag -29, USP1 inh -11%, D2 agonist -0.9, TRHR PAM -3, mIDH1 inhibitor -6%, TRHR ag -2.4 and TrxR1 substrate 2%[57.1 µM].

Of the compounds above, 2 have bromine.
Screening CC(=O)N1CN2CN(C(C)=O)CC(C(=O)c3ccc(Br)cc3)(C2)C1 returned PI4K2A inh -3, rTrxR1 inhibitor 1%, D2 antag 14, USP1 inh -20%, D2 agonist 0.0, TRHR PAM 4, mIDH1 inhibitor -2%, TRHR ag 0.0 and TrxR1 substrate -3%.
CN(C)C(=O)Oc1ccc(Br)c2ccccc12 was read as PI4K2A inh 2, rTrxR1 inhibitor 13%, D2 antag 15, USP1 inh -17%, D2 agonist -1.1, TRHR PAM 4, mIDH1 inhibitor 7%, TRHR ag -1.0 and TrxR1 substrate 3%.

Reprinted at random: 2 records from the list.
For CN(CC=CCN(C)P(=S)(N1CC1)N1CC1)P(=S)(N1CC1)N1CC1 the results were PI4K2A inh -2, rTrxR1 inhibitor -4%, USP1 inh -19%, mIDH1 inhibitor 5% and TrxR1 substrate -9%.
Screening COC(=O)N1C(c2ccccc2)C1c1ccccc1 (stereo unspecified) returned PI4K2A inh 5, rTrxR1 inhibitor 10%, D2 antag -29, USP1 inh -11%, D2 agonist -0.9, TRHR PAM -3, mIDH1 inhibitor -6%, TRHR ag -2.4 and TrxR1 substrate 2%[57.1 µM].

Next section:
`CC(C)[C@H]1C(=O)O[C@H](C(C)C)C(=O)N(C)[C@@H](C(C)C)C(=O)O[C@H](C(C)C)C(=O)N(C)[C@@H](C(C)C)C(=O)O[C@H](C(C)C)C(=O)N1C` gave PI4K2A inh 1, rTrxR1 inhibitor inconclusive, D2 antag 10, USP1 inh -14%, D2 agonist 12, TRHR PAM -10, mIDH1 inhibitor 0%, TRHR ag 2.7 and TrxR1 substrate 99%[activator].
`CCOc1cccc(N2C(=O)CC(=O)NC2=O)c1` gave PI4K2A inh -14, rTrxR1 inhibitor -22%, D2 antag -24, USP1 inh -8%, D2 agonist -0.9, TRHR PAM -3, mIDH1 inhibitor -2%, TRHR ag 0.3 and TrxR1 substrate -7%.
For Cc1nc2ncnn2c(C)c1CCC(=O)N1CCC2(CC1)OCCO2 the results were PI4K2A inh 1, rTrxR1 inhibitor 18%[57.1 µM], D2 antag -5, USP1 inh -3%, D2 agonist 0.3, TRHR PAM -1, mIDH1 inhibitor 3%, TRHR ag 0.3 and TrxR1 substrate 7%[57.1 µM].
CCN(CC)C(=O)c1ccc(NC(=O)c2ccc(N3CCCC3=O)cc2)cc1 was read as PI4K2A inh -8, rTrxR1 inhibitor 5%, D2 antag -28, USP1 inh -10%, D2 agonist -0.5, TRHR PAM 6, mIDH1 inhibitor 1%, TRHR ag 0.4 and TrxR1 substrate -2%.
